STK33 kinase inh = inhibitors of purified STK33 kinase, primary screen, biochemical, ADP-Glo luminescence, homogeneous, cell-free; Serine/threonine-protein kinase 33 (Homo sapiens), Q9BYT3; MBP phosphorylation; inhibition, % at 10 µM; actives 0.073% (n = 320,000); AID 2661, 2010;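 active means inhibition at or above 25%, using the most active replicate where run in duplicate; inactive means inhibition below 25%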
Target sequence (Q9BYT3 whole entry, looked up): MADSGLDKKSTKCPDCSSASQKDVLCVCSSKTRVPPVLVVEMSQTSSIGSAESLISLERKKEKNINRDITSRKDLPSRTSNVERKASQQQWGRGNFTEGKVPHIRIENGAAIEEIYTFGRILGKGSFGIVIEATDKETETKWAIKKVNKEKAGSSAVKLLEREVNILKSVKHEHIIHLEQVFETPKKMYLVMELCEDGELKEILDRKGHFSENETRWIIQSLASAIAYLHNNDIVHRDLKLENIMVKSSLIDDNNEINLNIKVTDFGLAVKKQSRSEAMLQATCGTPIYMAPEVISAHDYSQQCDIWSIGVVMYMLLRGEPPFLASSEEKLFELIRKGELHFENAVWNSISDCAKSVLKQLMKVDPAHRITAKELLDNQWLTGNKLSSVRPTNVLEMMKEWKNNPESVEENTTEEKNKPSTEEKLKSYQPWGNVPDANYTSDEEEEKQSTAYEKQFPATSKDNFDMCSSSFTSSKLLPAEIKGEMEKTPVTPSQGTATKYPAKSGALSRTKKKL
OX1R FRET antag = antagonists of human orexin 1 receptor (OX1R). OX1R-expressing cells, FRET antagonist read-out. AID 485270, 2010. Orexin/Hypocretin receptor type 1 (Homo sapiens), O43613. inhibition, % at 6.6 µM. actives 1.8% (n = 330,000); in the data active means inhibition mostly above about 38%, no sharp cut-off; inactive means mostly below about 40%;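 further: 0% = agonist challenge alone and 100% = reference antagonist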
Target sequence (O43613 whole entry, looked up): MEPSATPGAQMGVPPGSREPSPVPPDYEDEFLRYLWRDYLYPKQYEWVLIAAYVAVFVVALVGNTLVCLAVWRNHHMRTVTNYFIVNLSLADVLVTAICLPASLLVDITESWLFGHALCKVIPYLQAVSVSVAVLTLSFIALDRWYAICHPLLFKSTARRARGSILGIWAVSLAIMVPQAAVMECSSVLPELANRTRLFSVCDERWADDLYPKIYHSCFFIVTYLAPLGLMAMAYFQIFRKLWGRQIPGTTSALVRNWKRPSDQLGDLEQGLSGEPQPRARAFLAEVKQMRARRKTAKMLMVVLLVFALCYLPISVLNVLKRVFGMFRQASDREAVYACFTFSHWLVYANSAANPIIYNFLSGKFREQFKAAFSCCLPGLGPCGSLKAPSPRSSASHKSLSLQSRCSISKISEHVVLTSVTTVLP
* hit, by the source's call; nt = not tested or not shown.

Results follow in this order: STK33 kinase inh, OX1R FRET antag
CCC1C(=O)N=C(SCC(=O)Nc2cccc3ccccc23)NC1=O (configuration not stated)
    -0.1, 6.7
O=S(=O)(Nc1ccc(S(=O)(=O)N2CCOCC2)cc1)c1ccccc1
    0.4, 22.3
COc1ccc(C)cc1NC(=O)CN1CCN(S(=O)(=O)c2ccc(Br)cc2)CC1
    nt, 17.4
Cn1cc(C2CC(c3ccccc3)=NN2C(=O)c2ccccc2)c2ccccc21 (configuration not stated)
    -1.3, 8.9
COc1ccc(C)cc1NC(=O)Nc1ccc2c(c1)CCC2
    -0.4, 39.9
CCC(CC)C(=O)Nc1ccc(C(=O)c2ccccc2)cc1
    -0.1, 20.8
Cc1nn(C(C)C(=O)NC2CCCCCC2)c(=O)c2nn(-c3ccccc3)c(C)c12 (configuration not stated)
    -1.8, -0.6
O=C(CSc1nnc(-c2ccccc2)o1)c1ccc2c(c1)OCCO2
    -1.3, -0.1
CCOC(=O)N1CCC(n2c(SCC(=O)OCc3ccccc3)nc3ccsc3c2=O)CC1
    1.8, 20.9
CC(=O)Nc1ccc(NC(=O)c2ccccc2N(C)S(=O)(=O)c2ccccc2)cc1
    -0.8, 1.4
O=C(NC1CCS(=O)(=O)C1)Oc1ccc(Cl)cc1 (configuration not stated)
    -3.1, 8.2
C[N+]1(C2CCC3CCC2C3O)CCCC1 (configuration not stated)
    -0.1, -6.0
O=C(NCCCn1ccnc1)/C(=C\c1cccnc1)NC(=O)c1ccccc1Br
    0.2, 6.6
O=C(COC(=O)Cc1ccc(F)cc1)NC(=O)NC1CCCC1
    0.3, 8.2
O=C(CN1CCCCC1)N1CCc2ccccc21
    -1.8, 8.0
CCCCNS(=O)(=O)c1ccc2nc(SCC(=O)Nc3sccc3C#N)[nH]c2c1
    -1.9, 76.1*
Cc1cc(C(=O)CC#N)c(C)n1-c1c(C)n(C)n(-c2ccccc2)c1=O
    -0.9, 12.1
Cc1c(CCOC(=O)CC23CC4CC(CC(C)(C4)C2)C3)sc[n+]1CC(=O)c1ccccc1
    nt, -0.9
O=C(NCCCN1CCOCC1)NC1CCCCC1
    -2.4, 11.7
Cc1cccc(-n2c(N)cc(=O)[nH]c2=S)c1C
    -2.0, 26.2
Cc1ccsc1/C=C(\C#N)C(=O)NC1CCS(=O)(=O)C1 (configuration not stated)
    0.4, 26.6
C=CCSc1nnc(-c2cc(C(C)(C)C)nn2Cc2ccc(F)cc2)n1C
    -2.1, 31.1
CCOc1cnc(-c2ccccc2F)o1
    -0.8, 20.0
C[C@H](CO)N1C[C@H](C)[C@@H](CN(C)C(=O)Nc2ccc(F)cc2)Oc2ccc(NS(C)(=O)=O)cc2C1=O
    0.3, 10.3
Cn1c(=O)n(Cc2ccccc2)c(=O)c2c1nc1n2CCCN1C1CCCCC1
    -0.3, 11.5
Cc1ccc(C)n1NC(=O)c1ccccc1[N+](=O)[O-]
    -0.8, 19.1
CCOC(=O)C1CCCN(C(=O)c2cn(CC)c(=O)c3cc(OC)c(OC)cc23)C1 (configuration not stated)
    -0.5, 13.2
CCN1C(=O)[C@H]2[C@@H](c3ccc(-c4ccc(Cl)c(Cl)c4)cc3)N[C@@](CC(C)C)(C(=O)OC)[C@H]2C1=O
    3.0, 21.8
Cc1cc(C(=O)NCc2cccc(Cl)c2)c2ccccc2n1
    -0.3, 86.8*
COc1ccccc1-n1cc(C(=O)NCC(=O)N2CCN(c3ccccc3)CC2)c2ccccc2c1=O
    5.1, 11.0
NC(=S)N/N=C/c1ccc(-c2cc(Cl)ccc2Cl)o1
    0.3, 3.2
COc1ccc(N2CC(O)(c3ccc(C)cc3)[N+]3=C2CCCC3)cc1 (configuration not stated)
    -2.1, 4.4
CC(C)(C)NC(=O)NC(=O)COC(=O)COc1ccc(Cl)cc1Cl
    -0.7, 3.5
CC1CCCCC12NC(=O)N(CC(=O)NCCc1ccc(F)cc1)C2=O (configuration not stated)
    nt, 3.2
O=c1c2ccccc2c(/C=N/c2ncn[nH]2)c(O)n1Cc1ccccc1
    1.0, 14.6
COCCCNC(=O)Cn1cc2c(n1)CCC(C)C2 (configuration not stated)
    0.6, 6.2
Cc1ccc(S(=O)(=O)Nc2ccc3c(c2)C(=O)N([C@H](C)CO)C[C@H](C)[C@@H](CN(C)C(=O)Nc2ccc4c(c2)OCO4)O3)cc1
    -0.4, 3.6
O=C(N/N=C/C(Br)=C/c1ccccc1)c1ccccc1[N+](=O)[O-]
    0.5, 5.5
O=C(CSc1nncs1)N1CCN(S(=O)(=O)c2ccccc2)CC1
    2.3, -5.0
O=C(CCSCCc1ccccn1)Nc1c(F)cc(F)cc1Br
    -0.6, 13.8

Compound profiles, as listed above. Values in the order: STK33 kinase inh, OX1R FRET antag
`Cc1ccsc1/C=C(\C#N)C(=O)NC1CCS(=O)(=O)C1` (configuration not stated) reads 0.4, 26.6
`O=C(NC1CCS(=O)(=O)C1)Oc1ccc(Cl)cc1` (configuration not stated) reads -3.1, 8.2
`COc1ccc(C)cc1NC(=O)CN1CCN(S(=O)(=O)c2ccc(Br)cc2)CC1` reads nt, 17.4
`Cc1cc(C(=O)CC#N)c(C)n1-c1c(C)n(C)n(-c2ccccc2)c1=O` reads -0.9, 12.1
`O=C(N/N=C/C(Br)=C/c1ccccc1)c1ccccc1[N+](=O)[O-]` reads 0.5, 5.5

(cont.)
Results follow in this order: STK33 kinase inh, OX1R FRET antag
Cc1cc(=O)oc2cc(OCCCN3C(=O)c4ccccc4C3=O)ccc12
    0.5, 23.7
CC1CCN(CCC(=O)N/N=C/c2ccc([N+](=O)[O-])cc2)CC1
    0.1, 44.6*
CCCc1c(C)nc2ccc(OC)cc2c1SCCC(=O)O
    2.1, 5.9
O=S(=O)(NCc1cccnc1)c1ccc(Cl)cc1
    1.5, 14.9
Cc1cc(OCCN2CCOCC2)nc2ccccc12
    0.1, 10.1
COC(=O)[C@H]1C[C@@H]1[C@H](NC(=O)c1ccccc1)c1ccccc1
    -0.4, 26.2
CC(C)c1cc2cc3ccc(=O)oc3cc2o1
    -0.1, 6.2
CC(C)N(C(=O)CSc1nnc(NC(=O)C2CCC2)s1)C(C)C
    -0.7, 14.3
O=C(CCN1C(=O)/C(=C/c2ccccc2Cl)SC1=S)NC1=NCCS1
    0.3, 11.1
CC(C)c1onc(C(=O)N2CCCCC2C)c1[N+](=O)[O-] (configuration not stated)
    -3.0, 2.1
Cc1cccc(C(=O)OCC(=O)NCCNC(=O)COC(=O)c2cccc(C)c2C)c1C
    0.2, 49.3
O=C(O)CCSc1nnc(CNc2ccc(Cl)cc2)n1Cc1ccccc1
    nt, 7.2
Cc1nnsc1S(=O)(=O)Cc1ccccc1C(F)(F)F
    -0.5, 18.5
O=c1[nH]c(=O)n(C2OC(CO)C(O)C2O)cc1Br (configuration not stated)
    -0.5, 13.5
Clc1cc(/C=N\NC2=NCCN2)cc(Cl)n1
    -4.3, 16.4
CCc1ccc(OCCCC(=O)Nc2nnc(C3CCCO3)s2)cc1 (configuration not stated)
    0.1, 7.5
CCOC(=O)c1sc(=S)n(-c2ccccc2Cl)c1C
    -2.0, 8.5
COc1ccc(CC(NC(=O)c2ccccc2)C(=O)NCC(=O)O)cc1 (configuration not stated)
    1.1, 9.4
C=CCNC(=O)c1onc(CSc2ccccc2F)c1C(=O)O
    -2.0, 14.5
COC(=O)CCC(=O)OC1(C)C(=O)C=C2C=C(c3ccsc3)OC=C2C1=O (configuration not stated)
    -0.1, 8.9
COc1ccc(N(CC(=O)Nc2cc(Cl)ccc2C)S(=O)(=O)c2c(C)n[nH]c2C)cc1
    1.0, 12.8
O=C(Cn1c(-c2cncs2)nc2ccccc21)NCc1ccccc1
    -0.8, 14.2
COc1ccc(NC(=O)CCN2CCN(Cc3ccccc3)CC2)c(OC)c1
    -0.3, 12.8
CCOCCCNC(=O)CN1C(=O)C(CC)Oc2ccccc21 (configuration not stated)
    -0.2, 12.7
Cc1cc(NS(=O)(=O)c2ccc(NC(=O)C(C)Oc3ccc4c(C)cc(=O)oc4c3)cc2)no1 (configuration not stated)
    0.9, 8.7
CCn1nc(NS(=O)(=O)c2ccccc2)c2cc3cccc(C)c3nc21
    -1.2, 13.7
Cc1ccn(-c2n[nH]c(C)c2[N+](=O)[O-])n1
    0.8, 31.7
C#CCOCCOCCOCCNc1nc(N2CCN(C(=O)[C@H](CCCCN)n3cc([C@@H](N)C(C)CC)nn3)CC2)nc(N2CCN(C(=O)[C@H](Cc3ccc(O)cc3)n3cc([C@@H](N)C(C)CC)nn3)CC2)n1 (some centres not stated)
    0.2, 13.5
COC(=O)c1cc(C(=O)Nc2cccc(C)n2)cc([N+](=O)[O-])c1
    -0.2, 38.6
O=C(NC1CCCc2ccccc21)c1ccc(S(=O)(=O)N2CCOCC2)cc1 (configuration not stated)
    -4.5, 11.3

Taken from above:
CC(C)c1onc(C(=O)N2CCCCC2C)c1[N+](=O)[O-] (configuration not stated) @ STK33 kinase inh: -3.0
COc1ccc(N(CC(=O)Nc2cc(Cl)ccc2C)S(=O)(=O)c2c(C)n[nH]c2C)cc1 @ STK33 kinase inh: 1.0
CCc1ccc(OCCCC(=O)Nc2nnc(C3CCCO3)s2)cc1 (configuration not stated) @ OX1R FRET antag: 7.5

Other results.
Results follow in this order: STK33 kinase inh, OX1R FRET antag
CC1CN(C(=O)c2ccc(OC3CCN(Cc4ccccn4)CC3)cc2)CCN1C (configuration not stated)
    -1.2, 9.4
COc1c(C)cc(Br)cc1C(=O)O
    -1.3, 15.9
O=C(NCC1CCCCC1)c1cccc(-c2ccc(O)cc2)c1
    -0.6, 50.6
O=C1c2ccccc2C(Nc2ccccc2F)N1c1cccnc1 (configuration not stated)
    -0.8, 3.0
Cn1nc(C(F)(F)F)c(-c2ccc(F)cc2)c1NC(=O)c1ccco1
    -0.4, 3.1
CC1=C(C(=O)Nc2ccc(F)c(F)c2)C(c2cccs2)NC(=S)N1 (configuration not stated)
    -0.1, 14.6
Cc1ccc(-c2noc(CCC(=O)N(C)c3ccccc3C)n2)cc1
    -0.4, 17.4
CC1CCCCC1NC(=O)Cn1cnc2ccccc2c1=O (configuration not stated)
    -1.6, 9.8
O=C1CCCN1CCCNc1ccc2nnc(CCC(=O)N3CCN(c4ccccc4)CC3)n2n1
    4.6, 13.6
CCOC(=O)CNC(=O)c1nn(-c2ccc(OCC)cc2)c(=O)c2ccccc12
    -1.0, 23.9
COc1ccc(/C=C/C(=O)Nc2ccc(C)cc2)cc1S(=O)(=O)N1CCOCC1
    0.9, 23.7
Cc1[nH]n(-c2ccccc2)c(=O)c1/C=N/c1ccccn1
    0.7, 17.0
CC(C(=O)NC(=O)NC1CCCCC1)N(C)CC(=O)Nc1ccc(F)c(F)c1F (configuration not stated)
    -1.6, 14.4
COc1ccc(NC(=O)c2ccccc2)cc1NS(=O)(=O)c1ccc(F)cc1
    0.4, 48.6
CC1=C(C(=O)OCc2ccccc2)C(c2cccs2)N2C(=O)CCSC2=N1 (configuration not stated)
    -0.7, 21.0
CC(C)CCN(C(=O)Nc1ccc(Cl)cc1)C1CCN(C(C)C)CC1
    0.3, 19.1
Cc1ccc(-n2ncc3c(=O)n(CC(=O)N(C)C)cnc32)cc1
    -0.9, 7.4
Cc1ccc2c(c1)C1CN(C)CCC1N2S(=O)(=O)c1ccc(C(C)C)cc1 (configuration not stated)
    nt, 5.0
NC(=O)NC(=O)COC(=O)CN1C(=O)C2CCCCC2C1=O (configuration not stated)
    nt, 6.2
CCCCCC(=O)Nc1nc(C)c(-c2csc(Nc3cc(OC)ccc3OC)n2)s1
    -2.7, 34.0
CCNc1nc(N)c(C(=C(C#N)C#N)c2ccccc2)s1
    1.4, 26.5
Cc1ccc(S(=O)(=O)N2CCC(C(=O)N3CCN(c4ccccn4)CC3)CC2)cc1
    -0.6, 8.7
CC(=O)OC(C(=O)NCCN1CCOCC1)c1c(F)cccc1F (configuration not stated)
    -0.5, 7.0
Cc1onc(-c2ccccc2)c1C(=O)Nc1nnc(C(C)(C)C)s1
    -2.2, 3.1
C/C(=N/NS(=O)(=O)c1ccc(F)cc1)c1ccc(NC(=O)c2ccc(C)o2)cc1
    -2.4, 10.7
CCN(CC)S(=O)(=O)c1ccc(N2CCOCC2)c(NC(=O)c2cccc3c(=O)c(C)c(-c4ccccc4)oc23)c1
    -0.8, 11.4
COc1ccc(/C(N)=N/OC(=O)CSc2ccccc2)cc1
    -0.2, 25.2
COc1ccc(CC(=O)NCC(=O)N/N=C/c2sccc2C)cc1
    0.5, -10.2
Cc1ccccc1OCC(O)Cn1c(N2CCCCC2)nc2c1c(=O)[nH]c(=O)n2C (configuration not stated)
    0.0, 3.0
COc1ccc2c(c1)c(=O)oc1cc(OCC(=O)NCC3CCC(C(=O)O)CC3)ccc12 (configuration not stated)
    -2.0, 5.6
CCOC(=O)C1=C(C)N(CCCC(=O)O)C(=O)NC1c1ccccc1OS(=O)(=O)c1ccccc1[N+](=O)[O-] (configuration not stated)
    1.0, 28.9
COC(=O)c1cc2n(n1)CCN(Cc1ccc(F)cc1)C2=O
    -1.0, 1.2
O=C(NC(=S)NN1CCCCC1c1cccnc1)c1ccc(Br)cc1 (configuration not stated)
    -0.4, 1.9
CCOC(=O)C1(C)NC(c2ccc(OC)cc2OC)C2C(=O)N(CC)C(=O)C21 (configuration not stated)
    -2.7, 13.3
CCN(CC)C(=O)C1=C(C)Nc2nnnn2C1c1cccnc1 (configuration not stated)
    -1.3, 4.3
CS(=O)(=O)N1CCN(c2nnc(-c3ccccc3)c3ccccc23)CC1
    0.7, 18.0

Screening results deposited in PubChem by several laboratories.
